JMJD2C inh = blocks human GASC-1 demethylase activity; Q9H3R0; GST-JMJD2C(1-420) H3K9me3 demethylation, DELFIA europium; inhibition, % at 2.35 µM; 330,000 tested, 0.069% active;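 active = more than half of a compound's replicate wells show inhibition beyond 50%, single wells judged on their own value; inconclusive = some, but no more than half, of replicates pass 50% inhibition; inactive = no replicate passes 50% inhibition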;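 also: signal counts dimethyl H3K9 product captured on neutravidin plate; 0% = median of DMSO wells and 100% = 0.3 times that DMSO median; strong numbers were not always called active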
LAP4 TOR yeast = modulators of TOR pathway LAP4-GFP in S. cerevisiae; S. cerevisiae LAP4-GFP multiplex, flow cytometry GFP, 3 h; median GFP as percent of DMSO wells; GFP response vs DMSO, % at 10 µM; 320,000 tested, 0.34% active;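 active = GFP response vs DMSO above a set limit, about the screen mean plus 3 SD, cut at about 150% in these data; inconclusive = under 70 cell events counted for the yeast strain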
MEP2-GFP yeast = modulators of TOR pathway MEP2-GFP in S. cerevisiae. S. cerevisiae MEP2-GFP strain, flow cytometry GFP, 3 h; 100% = DMSO control level. GFP response vs DMSO, % at 10 µM. 330,000 tested, 0.51% active. AID 2016;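 active = GFP response versus DMSO above a set limit, roughly screen mean plus 3 SD, cut at about 180% in these data; inconclusive = fewer than 70 cells counted for a yeast strain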;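 also: median GFP fluorescence of the barcode-gated MEP2-GFP cells per well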
VLA-4 inh = inhibition in a human VLA-4 binding assay; P13612; VLA-4 expressing cells, ligand binding flow cytometry; inhibition, % (about 7 µM as worked out from the volumes in the protocol); 330,000 tested, 0.2% active; AID 2557; in the data active = inhibition above about 50%
Target sequence (P13612 whole entry, looked up): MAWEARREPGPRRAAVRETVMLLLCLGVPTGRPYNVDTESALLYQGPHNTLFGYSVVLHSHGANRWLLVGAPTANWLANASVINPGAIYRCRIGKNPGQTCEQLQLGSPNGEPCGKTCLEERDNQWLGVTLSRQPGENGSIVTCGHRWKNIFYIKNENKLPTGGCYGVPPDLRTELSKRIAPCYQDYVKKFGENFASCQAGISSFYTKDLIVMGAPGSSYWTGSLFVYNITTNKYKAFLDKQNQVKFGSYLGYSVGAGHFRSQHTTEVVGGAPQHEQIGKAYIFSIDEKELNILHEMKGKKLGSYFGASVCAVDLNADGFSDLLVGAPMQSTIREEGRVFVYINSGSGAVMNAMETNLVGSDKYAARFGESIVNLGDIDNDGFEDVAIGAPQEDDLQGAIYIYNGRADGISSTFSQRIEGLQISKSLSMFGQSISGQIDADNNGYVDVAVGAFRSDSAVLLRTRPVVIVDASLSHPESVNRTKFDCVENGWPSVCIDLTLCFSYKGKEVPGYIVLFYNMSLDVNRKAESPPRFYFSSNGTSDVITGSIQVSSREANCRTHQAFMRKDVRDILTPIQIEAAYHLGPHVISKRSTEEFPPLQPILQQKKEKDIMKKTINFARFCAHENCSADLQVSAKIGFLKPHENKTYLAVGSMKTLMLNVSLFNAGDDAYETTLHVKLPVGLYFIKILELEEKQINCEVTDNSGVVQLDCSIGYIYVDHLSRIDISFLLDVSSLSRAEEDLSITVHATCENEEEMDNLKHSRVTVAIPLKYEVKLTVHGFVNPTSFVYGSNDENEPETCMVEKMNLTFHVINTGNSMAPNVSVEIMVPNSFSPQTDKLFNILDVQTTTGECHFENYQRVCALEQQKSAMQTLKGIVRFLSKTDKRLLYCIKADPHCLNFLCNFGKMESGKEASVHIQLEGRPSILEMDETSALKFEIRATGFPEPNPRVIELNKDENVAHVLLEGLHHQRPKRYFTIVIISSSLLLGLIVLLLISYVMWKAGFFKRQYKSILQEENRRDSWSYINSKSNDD
RPL19A TOR yeast = yeast TOR pathway RPL19A-GFP modulation; S. cerevisiae RPL19A-GFP strain, flow cytometry, 3 h; active compounds read low; percent response vs DMSO, % at 10 µM; 330,000 tested, 0.3% active; AID 2025;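 active = percent response vs DMSO below 50%; inconclusive = fewer than 70 events counted for the yeast strain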;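 also: median channel GFP fluorescence of the barcoded RPL19A-GFP strain; ratio of sample median GFP to plate DMSO average so 100% = DMSO; lower means less RPL19A-GFP as with rapamycin TOR inhibition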
GRK2 aptamer HTS = blocks RNA aptamer binding to human GRK2 | P25098 | AID 488847 | 330,000 tested, 0.59% active | inhibition of aptamer binding, % at 10 µM | bead flow cytometry, FAM-aptamer displacement from GRK2;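 active = inhibition of aptamer binding above 40%, roughly 3 SD of noise, on plates passing a quality check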;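 also: median bead fluorescence of bound FAM aptamer so fluorescent compounds give negative values; no value below 0 was filed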
AGP1-GFP MLPCN = modulators of TOR pathway AGP1-GFP in S. cerevisiae; S. cerevisiae AGP1-GFP multiplex flow cytometry, 3 h; GFP as percent of DMSO wells; GFP response vs DMSO, % at 10 µM; 320,000 tested, 0.02% active; AID 2066;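 active = GFP response relative to DMSO above a set limit, near screen average plus 3 SD, cut at about 150% in these data; inconclusive = fewer than 70 cells counted for the yeast strain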;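 also: median GFP channel fluorescence of the gated AGP1 strain per well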
CIT2 TOR yeast = modulators of TOR pathway CIT2-GFP in S. cerevisiae. S. cerevisiae CIT2-GFP strain, flow cytometry, 3 h; 100 means same as DMSO wells. 320,000 tested, 0.065% active. GFP response vs DMSO, % at 10 µM;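 active = GFP response relative to DMSO above a set limit, near the screen mean plus 3 SD, cut at about 150% in these data; inconclusive = Fewer than 70 cells measured for a yeast strain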;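 also: ratio of well median GFP fluorescence to mean of DMSO wells on the plate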
The depositor's hits bear a star; ? = inconclusive; nt = no result given; & = joins results of further samples. An unsorted share of the library; overall some 1.7% were active at least once.

SMILES	JMJD2C inh	LAP4 TOR yeast	MEP2-GFP yeast	VLA-4 inh	RPL19A TOR yeast	GRK2 aptamer HTS	AGP1-GFP MLPCN	CIT2 TOR yeast
O=C(NCCOc1ccccc1F)c1cccc(S(=O)(=O)N2CCN(c3ccccc3)CC2)c1	-47	99	92	-11	92	0	102	86
CCn1c(SCC(=O)NCC2CCCO2)nc2c(c1=O)SCC2 (stereo not drawn)	-1	97	96	-8	100	0	103	109
CCOC(=O)C1CCN(c2c(NCc3ccc(C(=O)NCCOC)cc3)c(=O)c2=O)CC1	11	91	97	0	100	0	105	99
CSCCC(=O)N1CCCC(N2CCN(c3cccc(C(F)(F)F)c3)CC2)C1 (stereo not drawn)	12	98	114	4	107	2	101	103
C/C(=N/NC(=O)c1ccc(Cl)cc1Cl)c1cccnc1	-6	111	102	-6	96	0	100	93
COc1ccc(C(=O)N[C@H](C(=O)N2CCN(c3ccccc3F)CC2)C(C)C)cc1	19	99	106	-9	103	0	102	107
Cc1cc(C)c(-c2cc(NC(=O)COC(=O)c3ccc(NC(=O)CC#N)cc3)n(-c3ccccc3)n2)cc1C	20	103	99	-8	94	0	107	95
O=C(COC(=O)CCC1CCCC1)Nc1ccccc1Br	-4	96	94	-10	96	0	98	92
O=C(Nc1ccccc1)c1cc(-n2cnnc2)ccc1Cl	-2	100	104	10	96	0	96	98
COc1ccc(CCNC(=O)c2cc3ccccc3oc2=O)cc1	-18	93	99	9	103	0	93	96
Cc1cccc(C(=O)NNC(=O)c2ccccc2C)c1	3	89	100	15	106	1	100	100
COc1ccc(CC(=O)Nc2ccc(NC(=O)c3ccc(Br)cc3)cc2)cc1OC	5	106	120	7	107	2	104	111
CN1CCc2c(sc3c2c(=O)n(-c2ccccc2)c2nnc(SCc4ccc(Cl)cc4)n32)C1	5&-6	98	100	4	96	4	96	98
C#CCSc1nnc(-c2ccccc2)c(=O)[nH]1	1	103	104	-17	102	1	104	105
Cc1nn(-c2ccc(F)cc2)c(Cl)c1/C=C1\C(=O)Nc2ccccc21	2	90	97	4	106	0	92	101
CC1Cc2ccccc2N1C(=O)CN(C)CC(=O)Nc1cccc(F)c1 (stereo not drawn)	-4	110	103	0	102	0	107	98
CCn1nc(C)c(/C=N/NC(=O)Cn2nccc2C)c1C	-4	99	102	13	97	2	98	98
Cc1cc(C)cc(NC(=O)CSc2n[nH]c(-c3cccnc3)n2)c1	2	95	99	-4	98	0	95	97
CNC(=O)CO/N=C/c1ccc(N(C)C)cc1	0	98	98	3	96	0	102	98
Cn1c2ccccc2c(=O)c2c(=O)n(Cc3ccco3)c(-c3ccc(Cl)cc3Cl)nc21	-6	110	93	0	94	3	122	95
COCCN(C(=O)CSc1nc2nc(C)cc(C)n2n1)c1c(N)n(Cc2ccccc2)c(=O)[nH]c1=O	3	97	97	3	95	0	96	92
Cc1cc(NC(=O)CSCC(=O)Nc2nc3ccccc3[nH]2)no1	-7	101	103	5	95	0	103	100
CCOc1ccc(Oc2ccc(C(F)(F)F)cc2N)cc1	-13	100	104	-21	103	4	98	100
CC/C(=N/Nc1ccccc1)c1cnnc(SC)n1	6	103	96	-23	96	0	95	99
C=CCn1c(C#N)c(N)sc1=N	4	92	81	14	88	4	84	84
CN(c1cccc(NC(=O)COc2ccccc2)c1)S(C)(=O)=O	-2	93	93	11	91	1	94	91
CC(C)CCN(C(=O)Nc1ccccc1)C(C)c1cccs1 (stereo not drawn)	1	94	93	16	95	1	91	102
O=C(NCc1ccco1)c1sc2cc(F)ccc2c1Cl	6	113	101	22	100	0	92	91
COc1ccc(CC(=S)NCCc2ccccc2)cc1	7	88	95	4	88	2	93	94
Cc1ncoc1C(=O)N1CCCC(N2CCN(c3ccccc3F)CC2)C1 (stereo not drawn)	1	86	85	-1	97	2	99	100
Cc1cccc(NCc2ccc(O)c3ncccc23)c1C	-7	93	101	2	107	0	105	116
CCN(CC)S(=O)(=O)c1ccc(N/N=C(\C)c2ccc3c(c2)OCO3)c([N+](=O)[O-])c1	3	97	117	8	102	1	106	116
COc1ccc(OC(C)C(=O)Nc2ccccc2F)cc1 (stereo not drawn)	4	101	96	8	100	4	96	94
O=C(Nc1ccc(Br)cc1)C1CC(O)CN1C(=O)Oc1ccccc1 (stereo not drawn)	3	96	105	-7	101	1	106	102
Cc1cccc(CCNC(=O)CCS(=O)(=O)c2cc3c(cc2C)NC(=O)CO3)c1	-4	100	97	-12	102	3	107	108
CC(=O)c1ccc(NC(=O)Nc2ccccc2)cc1	3	95	92	8	108	0	72	66
CCCC(=O)NCCc1nc2ccccc2n1CC(=O)c1ccccc1	-10	100	93	-6	96	2	92	94
COc1cc(C(C)=O)ccc1Oc1cnccn1	-1	?	?	-11	?	2	?	?
CCOC(=O)c1ccc(NC(=S)Nc2ccccn2)cc1	0	88	105	17	101	3	91	nt
CC(COc1ccccc1)N(CCCl)Cc1ccccc1 (stereo not drawn)	18	105	99	36	101	0	85	76

4 entries out of the list above, sorted by their value in GRK2 aptamer HTS, rising.
SMILES	JMJD2C inh	LAP4 TOR yeast	MEP2-GFP yeast	VLA-4 inh	RPL19A TOR yeast	GRK2 aptamer HTS	AGP1-GFP MLPCN	CIT2 TOR yeast
COc1ccc(C(=O)N[C@H](C(=O)N2CCN(c3ccccc3F)CC2)C(C)C)cc1	19	99	106	-9	103	0	102	107
COc1ccc(CC(=S)NCCc2ccccc2)cc1	7	88	95	4	88	2	93	94
CCOC(=O)c1ccc(NC(=S)Nc2ccccn2)cc1	0	88	105	17	101	3	91	nt
C=CCn1c(C#N)c(N)sc1=N	4	92	81	14	88	4	84	84

(more compounds)
SMILES	JMJD2C inh	LAP4 TOR yeast	MEP2-GFP yeast	VLA-4 inh	RPL19A TOR yeast	GRK2 aptamer HTS	AGP1-GFP MLPCN	CIT2 TOR yeast
COc1ccc(CN(CC(=O)NCc2ccccc2)C(=O)CCC(=O)Nc2nccs2)cc1	3	96	107	0	107	3	104	112
COc1cc(C(C)=O)ccc1OCC(O)CN1CCN(c2ccc(F)cc2)CC1 (stereo not drawn)	1	99	102	0	101	0	101	98
COc1ccc(OC)c(NC(=O)c2nc3ccccc3s2)c1	7	86	105	9	80	0	89	97
Cc1ccc(NC(=O)[C@@H](NC(=O)c2cccc(S(=O)(=O)N3CCOCC3)c2)C(C)C)cc1C	-4	96	103	-3	105	3	98	97
O=C(Nc1cccc(-c2cccc(F)c2)c1)C1CCN(C2CCOCC2)CC1	-11	90	107	14	101	0	99	103
COc1ccc(-c2cn[nH]c2-c2ccc(OC)cc2O)cc1	-2	100	106	-4	104	1	91	103
COc1ccccc1NS(=O)(=O)c1cc(C(=O)N2CCCC2)ccc1C	-1	103	101	-2	100	1	105	96
CCN(CC)c1cc(C)c2cc(NC(=O)c3cccs3)ccc2n1	-14	105	110	7	93	1	97	92
Cc1ccn2cc(CCNC(=O)c3ccc(Br)o3)nc2c1	-22	96	101	3	102	4	99	109
CCCS(=O)(=O)N1CCN(CC2CC=CCC2)CC1 (stereo not drawn)	9	102	108	-13	107	0	111	107
O=C(CCS(=O)(=O)c1ccccc1)Nc1ccc(Cl)cn1	4	93	96	3	98	14	79	95
COC(=O)c1ccccc1NC(=O)Nc1ccc(C(=O)N2CCCC2)cc1	-4	104	114	26	93	3	115	105
COC(=O)c1ccc(C(=O)OC)c(NC(=O)COC(=O)C2CCC(C(C)(C)C)CC2)c1 (stereo not drawn)	4	112	108	-3	109	11	109	111
CCN(C(=O)COC(=O)/C=C/c1cccc([N+](=O)[O-])c1)c1c(N)n(Cc2ccccc2)c(=O)[nH]c1=O	-6	91	98	6	94	1	91	81
NC(=O)CC(NC(=O)Cc1cccc2ccccc12)c1ccc(NC2CCCCC2)c([N+](=O)[O-])c1 (stereo not drawn)	4	101	90	11	96	2	90	79
CCOC(=O)C(=CNc1ccc(OC)cc1[N+](=O)[O-])C(=O)OCC	-9	112	92	0	97	0	117	109
COc1ccc(OCC(=O)Nn2c(-c3ccc(C)cc3)nc3ccccc3c2=O)cc1	-5	103	100	13	101	0	94	98
Cc1cc(C)n2nc(C(=O)OCC(=O)N(CC(C)C)CC(C)C)nc2n1	-1	96	90	14	99	1	95	85
CN(c1ccccc1C(=O)Nc1cccc(C(F)(F)F)c1)S(C)(=O)=O	-5	88	86	-3	92	2	91	91
CSc1nc(N)n2nc(-c3ccccc3)cc2n1	2	108	97	10	93	0	83	91
CCOc1cc(/C=C2\NC(=O)NC2=O)cc([N+](=O)[O-])c1O	4	97	101	-5	95	1	98	110
O=C(NCc1cccs1)c1cccn2c(=O)c3sccc3nc12	5	105	98	6	98	4	104	104
Cc1cccc(N2N=C(C(=O)N3Cc4ccccc4CC3C(N)=O)CCC2=O)c1 (stereo not drawn)	-4	90	93	20	94	0	93	88
CCOC(=O)c1c(S(=O)(=O)N2CCN(Cc3ccccc3)CC2)c(C)n(C)c1C	13	98	99	-2	100	2	100	97
Cc1csc(SCC(=O)Nc2cc(C(C)(C)C)nn2-c2ccccc2)n1	2	101	102	-19	97	1	96	98
N#C/C(=C\c1cn(CC(=O)N2CCCC2)c2ccccc12)C(=O)NCc1ccc2c(c1)OCO2	3	96	101	-5	105	3	102	107
CCN(CC1COc2ccccc2O1)C(=S)Nc1ccccc1 (stereo not drawn)	-29	110	106	7	101	2	102	92
C=CCc1cccc(/C=N/NC(=O)C(C)Nc2ccc(C)cc2)c1O (stereo not drawn)	2	95	97	-10	96	1	92	86
Cc1ccc(N(CCC#N)C(=O)COC(=O)c2nc3nc(C)cc(C)n3n2)cc1	19	110	96	20	97	3	109	94
Cc1ccccc1NC(=O)COC(=O)CNC(=O)c1sc2ccccc2c1Cl	-4	98	101	12	109	7	102	103
O=C(O)C1CCCCC1C(=O)NCCc1ccccc1 (stereo not drawn)	4	89	97	6	98	1	97	101
COC(=O)c1ccc(C(=O)Nc2ccc(C(C)C)cc2N)cc1	-20	110	103	4	102	1	108	100
COc1ccc(Cl)cc1Nc1nnc(-c2ccncc2)s1	-2	130	113	5	101	55*	119	124
CCOn1c(=O)c(-c2cccc([N+](=O)[O-])c2)[n+]([O-])c2ccccc21	6	94	106	8	102	0	100	103
O=C(N/N=C/CCc1ccccc1)c1ccc(CN2c3cccc4cccc(c34)S2(=O)=O)cc1	-7	96	101	9	96	0	95	94
Cc1cc(C)cc(N(CC(=O)NC2CCCC2)C(=O)CNC(=O)c2ccco2)c1	-1	101	103	25	100	0	100	98
O=C(CNC(=O)c1ccc(Br)o1)NNC(=O)c1ccccc1O	0	100	103	-10	97	0	100	94
COc1ccc(S(=O)(=O)Nc2ccc(O)c3ccccc23)cc1	4	102	97	0	98	0	96	94
CC(CC1CC(C)(C)OC1=O)C(=O)Nc1ccc([N+](=O)[O-])cc1 (stereo not drawn)	-2	94	91	-8	102	0	98	96
Cc1ccnc(NS(=O)(=O)c2ccc(NC(=O)c3ccc4c(c3)OCCO4)cc2)n1	-8	88	100	3	100	0	99	102
CCOc1ccc2nc(-c3ccccc3)[nH]c2c1	-5	107	103	-2	94	0	nt	100
Cn1nc(C(=O)NCC(c2cccs2)N2CCOCC2)c2ccccc2c1=O (stereo not drawn)	-1	101	109	-4	105	2	103	105

Bioassay records: PubChem, several laboratories
